Lipid storage S3: qHTS Assay for Lipid Storage Modulators in Drosophila S3 Cells; Drosophila S3 cells, BODIPY lipid droplet fluorescence, 18-24 h; cells fed with added oleic acid; lipid storage change, negative = inhibition, % at the top dose, mostly 46.1 µM; hits show Potency in µM; hit rate 0.64% among 320,000; AID 2685; active = well fitted inhibition curve with a large enough effect in the signal ratio, with a control signal flat, not every such curve was filed as active; inconclusive = small, poorly fitted or top-dose-only effect, or effect the other way, or a change in a side signal; the % refers to the signal ratio
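Drosophila S3 cells got compounds at several concentrations plus oleic acid (400 uM solution). Laser-scanning cytometry with 488 nm excitation read lipid droplets at 500-530 nm and cells at 575-640 nm. Percent activity was relative to 20 uM Triacsin C.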
Lipid storage S3 cell count max: recorded beside Lipid storage S3, whose call it bears; cell number change, %; measured here: cell count max response;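 cells counted by Cell Tracker Red CMTPX staining in the red channel; peak over a dose series mostly up to 46.1 µM; percent activity relative to internal control wells on each plate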
An asterisk follows results filed as active; i = inactive; ? = inconclusive; · = not tested or not shown; [ ] = dose if it differs, or a comment. % is set by controls: 0 for no effect and ±100 for the full control effect; potency is the fitted concentration of half-maximal effect. Some of the compounds tested; rates above refer to the full screens.

SMILES	Lipid storage S3	Lipid storage S3 cell count max
CCOc1ccccc1NC(=O)NCc1ccccc1F	-3%[9.22 µM]	0
O=C(Nc1cccc(F)c1)/C(=C\c1cccnc1)NC(=O)c1cccs1	-12%	-13
O=C(CSc1oc(-c2cccs2)nc1S(=O)(=O)c1ccccc1)NC1CCCCC1	?	·
O/N=C1\CC2(Cc3nonc31)OCCO2	-9%	0
COc1cc(-c2c(NC(=O)c3ccco3)oc3c(C)cccc3c2=O)cc(OC)c1OC	?	·
COc1cccc(C(=O)NCCn2ccc3ccccc32)c1	16%	4
COc1ccccc1N1CCN(C(CNS(=O)(=O)c2ccc(C)cc2)c2cccnc2)CC1 (stereo not given)	?	·
Cc1cc(C)c(S(=O)(=O)N2CCCOC2CNC(=O)C(=O)NCc2cccnc2)c(C)c1 (stereo not given)	-22%	3
O=C(C1CCCCC1)N1CCN(c2ccnc3cc(Cl)ccc23)CC1	?	·
Cc1cc2nc(C)n(CCCNC(=O)Nc3ccc(C#N)cc3)c2cc1C	-20%	-12
O=C(Nc1ccccc1)OC1CCC2CC1CCC2OC(=O)Nc1ccccc1 (stereo not given)	?	·
CCOC(=O)N1CCN(C(=O)c2c(O)c3cccc4c3n(c2=O)CC4)CC1	i	10
O=C(Nc1ccccc1)Nc1cccc(C(F)(F)F)c1	?	·
CSCCC(=O)N1CCC(n2nccc2NC(=O)CCCc2ccccc2)CC1	i	-13
NS(=O)(=O)c1ccc(CCN=C(NS(=O)(=O)c2cccs2)c2ccccc2)cc1	?	·
C/C(=N\NC(=O)c1ccc(Cl)c(Cl)c1)c1ccc(Br)s1	0%	-9
CCN(CC)CC(=O)Nc1c2c(nc3ccccc13)N(C)CC2	8%	0
COc1cccc(C(=O)OCC(=O)NC(=O)NC2CCCC2)c1O	?	·
O=C(O)CCCC(=O)Nc1ccccc1C(=O)N1CCOCC1	?	·
CN1/C(=C/C(=O)C2CCC2)Sc2ccccc21	?	·

Quoted at random: 7 records from the list
SMILES	Lipid storage S3	Lipid storage S3 cell count max
O=C(Nc1cccc(F)c1)/C(=C\c1cccnc1)NC(=O)c1cccs1	-12%	-13
CN1/C(=C/C(=O)C2CCC2)Sc2ccccc21	?	·
O=C(Nc1ccccc1)OC1CCC2CC1CCC2OC(=O)Nc1ccccc1 (stereo not given)	?	·
CCOC(=O)N1CCN(C(=O)c2c(O)c3cccc4c3n(c2=O)CC4)CC1	i	10
O=C(CSc1oc(-c2cccs2)nc1S(=O)(=O)c1ccccc1)NC1CCCCC1	?	·
COc1cccc(C(=O)OCC(=O)NC(=O)NC2CCCC2)c1O	?	·
NS(=O)(=O)c1ccc(CCN=C(NS(=O)(=O)c2cccs2)c2ccccc2)cc1	?	·

The results go on.
SMILES	Lipid storage S3	Lipid storage S3 cell count max
O=C(O)c1ccc(CSc2nnc(-c3ccc(Cl)cc3)o2)cc1	?	·
COC(=O)c1sccc1NC(=O)c1cc(OC)cc(OC)c1	?	·
N#CC1=C(N)C2=C(N3CCCCC3)CCCC2C1(C#N)C#N (stereo not given)	i	-3
CC(=O)Cn1c(C(F)(F)F)nc2ccccc21	-3%	-7
CCn1c(COc2ccccc2)nnc1SCC(=O)NCc1ccco1	?	·
CCCCC(=O)Nc1cc(Cl)ccc1C(=O)O	?	·
O=C(CNC(=O)c1ccc(Br)cc1)NCC(=O)OCC(=O)c1ccc(F)cc1	i	11
CCCCNC(=O)[C@@](CC)(ONc1ccccc1C(F)(F)F)c1cccc2ccccc12	?	·
C/C(=N\NC(=O)COc1ccccc1-c1ccccc1)c1ccccn1	?	·
Cc1[nH]c2ccc(F)cc2c1CCN(Cc1cccnc1)C(=S)NC(C)(C)C	-1%	11
CNC(=S)Nc1cccc(C(=O)O)c1	i	-20
Cc1ccc(C(=O)N2Cc3ccccc3CC2C(=O)O)cc1 (stereo not given)	0%	-2
O=C(CO/N=C/c1cccc([N+](=O)[O-])c1)NC1CCCCC1	24%	4
COc1ccccc1NC(=O)COC(=O)CC(C)(C)CC1=NS(=O)(=O)c2ccccc2N1	?	·
CC(=O)c1c(O)c2cccc3c2n(c1=O)CCC3	14%	13
COc1cc2cc(Br)cc(Br)c2nc1C	i	·
Cn1c(-c2cccc(OCc3ccccc3)c2)nc2c1c(=O)[nH]c(=O)n2Cc1ccccc1	i	·
C=CCn1c(Oc2cccc(C)c2)nc2c1c(=O)n(C)c(=O)n2C	1%	-4
O=C(O)c1ccccc1-c1ccccc1C(=O)Nc1ccc(OC(F)(F)F)cc1	i	28
O=C(CC1SC(=O)N(c2ccccc2)C1=O)Nc1ccccc1 (stereo not given)	?	·
CN(C)N1C(=O)CC(NNC(=O)c2ccncc2)C1=O (stereo not given)	-7%	-7
CCOC(=O)c1sc2nc(SCC(=O)NCc3ccco3)n(Cc3ccccc3)c(=O)c2c1C	7%	-19
CC(OC(=O)C12CCC(=O)N1c1ccccc1S2)C(=O)Nc1cccc(Cl)c1 (stereo not given)	-5%	-20
COc1cccc(CNC(=O)C(=O)NCCC2CCCCN2S(=O)(=O)c2ccccc2)c1 (stereo not given)	23%	-8
COc1cccc2cc(C(=O)N3CCN(c4ncccn4)CC3)c(=O)oc12	22%	·
COc1ccc(NC(=O)c2ccc(CN3CCN(c4ccccc4)CC3)cc2)cc1	i	7
COc1ccc(CC(=O)NNc2ncnc3c2cnn3C)cc1OC	?	·
O=C1CC(c2ccccc2)CC(O)=C1C=Nc1ccc(O)cc1 (stereo not given)	0%	-11
COc1ccc(C2NS(=O)(=O)OCC2C)cc1 (stereo not given)	?	·
O=C(NC1CCCCC1)N(Cc1cc2cc3c(cc2[nH]c1=O)OCCO3)CC1CCCO1 (stereo not given)	?	·
COC(=O)C(C(=O)OC)c1ccc(NC(=O)c2cccc(Cl)c2)cc1	?	·
Cc1ccc(S(=O)(=O)CCC(=O)OC(C)C(=O)N2CCc3ccccc32)cc1 (stereo not given)	24%	-8
COc1cc(C)c(CN2CCCCC2CO)cc1C (stereo not given)	?	·
COc1ccc(Cl)cc1C(=O)Nc1ccc2c(c1)OCCO2	?	·
COc1ccc(CCNS(=O)(=O)c2cc3c4c(c2)CCN4C(=O)CC3)cc1	?	·
Cc1ccc(NC(=O)C2CCN(c3ncnc4sc(C)c(C)c34)CC2)cc1S(=O)(=O)N(C)C	i	·
CCOC(=O)Cn1c(=O)oc2cc(S(=O)(=O)N(C)c3cccc(C)c3)ccc21	?	·
CCN1C(=O)c2cccc3c(S(=O)(=O)NCc4ccccc4)ccc1c23	?	·
COc1cc(C2CC(c3c(C)cc(C)[nH]c3=O)=NN2c2ccccc2F)cc(OC)c1OC (stereo not given)	?	·
CCOC(=O)N1CCN(CCC(=O)Nc2cc(C)ccc2OC)CC1	16%	11

Profiles as entered above.
O=C(NC1CCCCC1)N(Cc1cc2cc3c(cc2[nH]c1=O)OCCO3)CC1CCCO1 (stereo not given) is listed with Lipid storage S3: ?; Lipid storage S3 cell count max: ·
CC(OC(=O)C12CCC(=O)N1c1ccccc1S2)C(=O)Nc1cccc(Cl)c1 (stereo not given) is listed with Lipid storage S3: -5%; Lipid storage S3 cell count max: -20

(cont.)
SMILES	Lipid storage S3	Lipid storage S3 cell count max
CCOC(=O)CSc1nc2ccc(N3CCOCC3)cc2c(=O)n1Cc1ccc2c(c1)OCO2	?	·
C/C(=N/NC(=O)CNC(=O)c1ccccc1)c1ccc(C)cc1	5%	12
c1ccc(-c2ccccc2OCCCCN2CCCCCC2)cc1	?	·
O=C(COC(=O)c1ccc(Cl)s1)c1cc2ccccc2o1	?	·
Cc1sc2ccc3sccc3c2[n+]1C	?	·
O=C(Nc1ccc(Cc2ccncc2)cc1)C1CCC(N2C(=O)C3CC=CCC3C2=O)CC1 (stereo not given)	?	·
Cc1cccc(NC(=S)NC(=O)CC2CC(C)(C)OC2=O)c1 (stereo not given)	-15%	-6
CCN(CC)CCN(C(=O)c1ccc(S(=O)(=O)N(C)C2CCCCC2)cc1)c1nc2ccc(OC)cc2s1	?	·
CN(C(=O)CSc1nc2cc([N+](=O)[O-])ccc2n1-c1ccc(F)cc1)C1CCS(=O)(=O)C1 (stereo not given)	?	·
COc1ccc2c(c1)CCc1c(C(=O)Nc3ccn(Cc4ccc(C)cc4)n3)noc1-2	16%	8
c1ccc2[nH]c(-c3nc4ccccc4[nH]3)nc2c1	?	·
CC1CCN(C2CCN(C(=O)c3ccccc3F)CC2)CC1	-8%	6
COc1ccc2nc(C)cc(SCC(=O)NNC(=O)COc3ccccc3)c2c1	?	·
CCCCN1C(=O)c2ccc(C(=O)NC3=NCCS3)cc2C1=O	?	·
Cc1ccc(C)c(N2CCN(S(=O)(=O)c3ccc4[nH]c(=O)c(=O)[nH]c4c3)CC2)c1	11%	-21
Cc1cccc(C)c1OCC(=O)N/N=C/c1cccnc1	i	-1
C[n+]1ccccc1/C=C/c1cc(Br)ccc1O	6%	4
Cc1cnn(-c2cc(N/N=C/c3ccccc3Cl)ncn2)c1	-6%	3
COc1cc(-n2c(=O)c3ccccc3n(Cc3cccc(C)c3)c2=O)cc(OC)c1OC	-3%	-9
O=C(Cc1ccccc1)NC(c1ccco1)c1c(O)ccc2ccccc12 (stereo not given)	?	·
COc1ccc(S(=O)(=O)Nc2c(C)cc(C)cc2C)c2cccnc12	?	·
CCN(CC)C(=O)c1ccc(Nc2nnc(-c3ccc(O)cc3)c3ccccc23)cc1	?	·
Cn1nccc1C(=O)N/N=C/c1c(O)ccc2ccccc12	15µM*	-2.7*
Cc1ccc(S(=O)(=O)NCCC(=O)N2CCC(C)CC2)cc1	?	·
CC1(C)CC(=O)C(C=Nc2cc(C(=O)c3ccccc3)ccc2N)=C(O)C1	?	·
Cc1cc(OCc2cc(C(=O)NCC3(C)COC3)no2)cc(C)c1Cl	16%	11
COc1ccc(CNC(=O)C2CCCN(c3nn4c(=O)cc(C)nc4s3)C2)cc1 (stereo not given)	?	·
Cc1ccccc1NC(=S)N(Cc1ccccn1)Cc1ccccc1Cl	i	·
Cc1cc(C)cc(Oc2nc(C(F)(F)F)nc3ccccc23)c1	?	·
COCCn1c(=S)[nH]c2cc(C(=O)N(CCO)Cc3ccccc3)ccc2c1=O	?	·
O=C(Nc1ccccc1-c1ccccc1)C1CCCN(c2ncccn2)C1 (stereo not given)	5%	-23
COc1cc(CCC(=O)Nc2ncc(C)s2)cc(OC)c1OC	i	12
COc1ccc(OCC(=O)Nc2ccc3c(c2)nc2n3CCSC2)cc1	?	·
Cc1cccc2cc(COC(=O)C(C)(C)C)c(=O)[nH]c12	i	·
O=C(Nc1ccon1)c1sc2ccccc2c1Cl	?	·
CCS(=O)(=O)N1CCN(C(=O)c2ccco2)CC1	?	·
CC(C)(C)NC(=O)C(c1ccc(F)cc1)N(Cc1cccs1)C(=O)c1ccc(CN2CCOCC2)o1 (stereo not given)	?	·
O=C(Nc1ccc2c(c1)OCCO2)c1ccccc1	11%	14
COc1cc2ccnc(Cc3cccc(OC)c3OC)c2cc1OC	-11%	-9
Cc1cc(C)cc(Oc2ccc(S(=O)(=O)N3CCN(C)CC3)cn2)c1	i	·
Cc1ccc(OCCOCCN2CCCCC2)c([N+](=O)[O-])c1	?	·
O=C1NN(c2ccc(F)cc2)C(=O)/C1=C\c1cnn(-c2ccccc2)c1	-12%	-3
CCCCn1c(N)c(N(CC(C)C)C(=O)CC2CCCC2)c(=O)[nH]c1=O	?	·
COc1cccc(NC(=O)CSCC(=O)Nc2ccccc2)c1	24%	3
CCCn1nc(NC(=O)c2ccco2)c2cc3ccc(C)cc3nc21	?	·
Cc1cccn2c(=O)c(C(=O)NCCCN3CCCCC3C)c(O)nc12 (stereo not given)	?	·
COc1ccccc1NC(=O)CSc1nnc(Cc2cccn2C)n1CCc1ccccc1	-2%	-9
CCOc1ccc(NC(=O)CN(C)c2ccc(S(=O)(=O)N(C(C)C)C(C)C)cn2)cc1OCC	?	·
COc1ccc(NC(=O)c2cccc(-c3ccc(O)cc3)c2)cn1	?	·
Cc1cc2c(cc1S(=O)(=O)NCc1ccc(Cl)cc1)OCC(=O)N2	13%	8
CN(Cc1ccccn1)C(=O)CC1C(=O)NCCN1Cc1cccc(Oc2ccccc2)c1 (stereo not given)	-13%	0
CCOc1ccc(NC(=S)NCCCn2ccnc2)cc1	?	·
O=C(NCc1ccccc1Cl)c1cnc2ccccc2n1	?	·
CC(C)OC(=O)c1nnn(-c2nonc2N)c1CN1CCc2ccccc2C1	-23%	-1
COc1cc2cnc(-c3ccccc3)c(C(=O)c3ccc(F)cc3)c2cc1OC	6%	11
NS(=O)(=O)c1ccc(-n2cccc2C=O)cc1	?	·
O=C(CSc1ccsc1[N+](=O)[O-])NCc1ccco1	?	·
COC(=O)c1cccc(C23CC4(C2)[C@H](CN(C)[C@@H]4c2ccccc2)C3c2ccccc2)c1 (stereo not given in full)	11%	9
CCOC(=O)N1CCC(NC(=O)Cn2cc3c(n2)CCC(C)C3)CC1 (stereo not given)	6%	5
O=C1NN=C(c2ccc(Cl)cc2)CC1c1cccc(Cl)c1 (stereo not given)	i	0

Three compounds out of the list, ordered by length of the SMILES, descending.
SMILES	Lipid storage S3	Lipid storage S3 cell count max
Cc1ccc(OCCOCCN2CCCCC2)c([N+](=O)[O-])c1	?	·
COc1ccc(CC(=O)NNc2ncnc3c2cnn3C)cc1OC	?	·
c1ccc2[nH]c(-c3nc4ccccc4[nH]3)nc2c1	?	·
